# Assay outcomes: PubChem, several laboratories
# CaV13 ICDI inh: Primary screen for inhibitors of IQ motif and Ca2+-dependent inactivation inhibitor domain binding in CACNA1D, Förster resonance energy transfer in living cells, …; actives 0.098% (n = 340,000); HEK cells, CFP/YFP FRET ICDI-IQ, plate reader, 10 min; percent FRET-ratio fall versus neutral wells; inhibition, % at 12.3 µM; AID 743397;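 active = mean replicate inhibition of at least 30% and at least 1% of replicates passing that level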;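 note: 0% = median of the neutral control wells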
# Vif inh: HIV Vif self-association inhibitors, primary screen, imaging, HEK293T, single point; HEK293T cells, Vif self-association by quenched fluorescence, 24 h; inhibition, % at 7.49 µM; actives 0.35% (n = 340,000); AID 602346, 2012; in the data active = inhibition above about 50%, passing the limit was not always enough; note: some results filed as inactive read as strong as hits
# HIF-2a block: HIF-2a reporter inhibitors, primary screen, luminescence, 786-0 RCC cells | 786-0 RCC cells HIF-2a reporter, luciferase luminescence, overnight | inhibition, % at 18.8 µM | actives 0.72% (n = 360,000) | AID 624352, 2012;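 active = inhibition of the luminescence signal of 40% or more relative to plate controls, in a single-dose primary screen at 18.75 µM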
# Peg3 prom inh: Peg3 promoter-driven luciferase inhibitors, primary screen, cell-based, HeLa, luciferase luminescence; inhibition, % at 20 µM; HeLa PEG-Prom luciferase reporter, overnight; AID 588405, 2011; actives 1.7% (n = 360,000);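 active = inhibition of at least 50% at 20 µM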
# MITF TRPM1 inh: inhibitors of MITF-dependent TRPM1 promoter reporter, primary screen, cell-based, SK-MEL-5, single point, luciferase | actives 0.83% (n = 330,000) | AID 488899, 2010 | inhibition, % at 12.5 µM | SK-MEL-5 TRPM1 promoter luciferase, 24 h;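 active = mean inhibition across replicates of 60% or more, whatever share of single replicates reaches that level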; note: values of inactives mirror those of a sister screen read the other way
# NR2E3 ag-1: inhibitors of NR2E3-RetCOR corepressor binding, primary screen, NR2E3 agonist project, biochemical, TR-FRET, GST-NR2E3, biotin-RetCOR | 1536-well | actives 0.12% (n = 320,000) | inhibition of corepressor binding, % at 4.78 µM | AID 2300, 2010 | Photoreceptor-specific nuclear receptor (Homo sapiens), Q9Y5X4;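 active = percent inhibition above the cutoff of mean plus 3 SD of all tested compounds, set per screening campaign, cut at about 20% in these data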;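 note: 0% = DMSO wells and 100% = biotin wells as full block of FRET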
# Target sequence (Q9Y5X4 whole entry, looked up): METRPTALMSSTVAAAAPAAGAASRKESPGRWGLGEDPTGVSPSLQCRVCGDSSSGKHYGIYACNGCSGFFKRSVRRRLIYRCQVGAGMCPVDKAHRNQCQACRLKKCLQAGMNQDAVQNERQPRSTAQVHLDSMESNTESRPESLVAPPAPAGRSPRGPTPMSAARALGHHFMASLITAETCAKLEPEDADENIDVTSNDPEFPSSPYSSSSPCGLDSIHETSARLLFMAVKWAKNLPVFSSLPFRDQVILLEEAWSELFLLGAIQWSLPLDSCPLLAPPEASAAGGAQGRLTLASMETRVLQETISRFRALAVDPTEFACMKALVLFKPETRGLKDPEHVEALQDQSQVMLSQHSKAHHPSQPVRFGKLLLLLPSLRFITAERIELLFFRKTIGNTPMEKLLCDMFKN
#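 Assay system: NR2E3–RetCOR corepressor complex. Quantity: 1.35 nM GST-NR2E3. Buffer or medium: pH 7.5 Tris-based buffer. Reagent: biotinylated RetCOR corepressor at 7 nM final. Schedule: 5 h at 4 °C. Detection: TR-FRET, emission read at 617 and 671 nm. Replicates: one well per compound, singlicate testing.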
# KKLEB cytotox: cytotoxicity in KKLEB CF airway cells, primary screen, cytotoxicity control for CF NF-kB inhibitor project, cell-based, uHTS, fluorescence assay plates; actives 0.36% (n = 360,000); activity change (cytotoxicity), % at 5 µM; AID 602141, 2011; KKLEB CF airway cells viability, ATPlite luminescence, overnight; hits give low values; cells stimulated with P. aeruginosa culture filtrate;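 active = corrected activity change at or below -50% at 5 µM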
# NR2E3 ag-2: NR2E3 agonists in two-hybrid cells, primary screen, cell-based, luminescence, CHO-S, Gal4-NCOR/VP16-NR2E3. Photoreceptor-specific nuclear receptor (Homo sapiens), Q9Y5X4. luciferase. inhibition of corepressor binding, % at 3.98 µM. actives 0.35% (n = 360,000). AID 602229, 2012;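 active = inhibition above the mean of all tested compounds plus 3 SD, cut at about 70% in these data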;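 note: 0% = DMSO with NR2E3 transfected cells and 100% = cells lacking NR2E3 construct; higher means lower luciferase signal from less NR2E3 corepressor binding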
# Shn3 inh set2: reduction of Shn3 3'UTR firefly luciferase signal, primary screen, Schnurri-3 inhibitor project, cell-based, Clone20 osteoblasts, set 2 | Clone20 osteoblast Shn3 3'UTR firefly luciferase, 24 h | actives 0.52% (n = 360,000) | inhibition, % at 12.5 µM;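 active = mean inhibition of at least 75% with every replicate also reaching 75%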;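 note: 0% = median of neutral control wells and 100% = pilot-screen positive control compound; some compounds past the cut are filed as inactive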
# PDI turbidity: inhibitors of human PDI, primary screen, biochemical, turbidity, single point, plate reader; Protein disulfide-isomerase (Homo sapiens), P07237; PDI insulin aggregation turbidity, A650, 90 min; inhibition, % at 10 µM; actives 0.052% (n = 350,000); AID 588391, 2011;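 active = mean inhibition across replicates of 30% or more, whatever share of single replicates reach that level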;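 note: absorbance from insulin aggregation driven by PDI reduction with DTT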
# CF NFkB inh: inhibitors of PAF-induced NF-kB signaling, primary screen, cell-based, GFP fluorescence, uHTS; inhibition, % at 5 µM; KKLEB NF-kB-GFP reporter, GFP fluorescence overnight; AID 588850, 2011; actives 0.86% (n = 360,000);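 active = at least 50% inhibition at 5 µM, scaled per plate between neutral and stimulator controls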;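 note: PAF is a Pseudomonas aeruginosa culture filtrate used as stimulus; plate controls were PAF-stimulated DMSO wells for no effect and unstimulated DMSO wells for full effect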
# The depositor's hits bear a star; . = not tested or not shown.
nr	Compound	MITF TRPM1 inh	HIF-2a block	Peg3 prom inh	CaV13 ICDI inh	PDI turbidity	NR2E3 ag-1	NR2E3 ag-2	Vif inh	Shn3 inh set2	CF NFkB inh	KKLEB cytotox
1	C=CCN1CC[C@]23c4c5ccc(O)c4OC2[C@H](O)CC[C@@]3(O)[C@H]1C5 (some centres undefined)	3	6	-10	.	-3	.	11	4	7	-20	14
2	CCOC(=O)C(O)(c1ccc(NC(=S)NC(=O)c2ccc(Cl)cc2Cl)c(C)c1)C(F)(F)F (centres undefined)	26	11	27	-2	-5	1	47	-18	61	10	4
3	COc1ccc(CC(=O)N(CCN(C)C)CC2CCCN(Cc3ccccc3F)C2)cc1 (centres undefined)	6	-8	-22	-4	2	2	10	-2	-8	11	-8
4	COCCOC(=O)c1c(N)n(Cc2ccccc2)c2nc3ccccc3nc12	8	15	23	-3	20	3	-7	-4	4	-2	-6
5	CCOc1ccc(CC2C(=O)NC(=O)N(c3ccc(CC)cc3)C2=O)cc1 (centres undefined)	5	12	8	.	3	0	-18	3	6	-18	9
6	Cc1ccc(C(O)(c2ccc(C)c(C)c2)C2CN3CCC2CC3)cc1C (centres undefined)	83*	18	98*	-20	5	-2	-15	-9	-8	9	-14
7	Cn1c(O)c(C=NCCN2CCN(C(=O)Nc3ccccc3)CC2)c(=O)n(C)c1=O	.	-5	10	-5	12	-4	-30	2	-5	-1	6
8	CC(C)(C)C(=O)OCC12CCC(O1)C1(C)C(=O)OCC21 (centres undefined)	3	11	4	-3	-6	0	-6	7	-12	-31	17
9	CCCCn1c(O)c(C(C)=Nc2c(C)n(C)n(-c3ccccc3)c2=O)c(=O)[nH]c1=O	7	-3	10	-2	-8	1	3	-5	-13	4	12
10	COc1cc(/C=C/c2nc3ccccc3c(=O)n2-c2ccc(O)cc2)ccc1O	5	7	42	-25	-2	0	31	-10	-22	-40	-7
11	COc1ccc(Br)cc1CN1CCN(CCO)CC1	8	8	-8	-7	6	4	1	-5	5	-8	4
12	COc1ccc(CN2C(=O)CC(=O)NC2=O)cc1	9	15	-5	-5	-1	1	2	-13	1	7	-5
13	CCOc1ccc(N2C(=O)NC(=O)/C(=C\c3cc(OC)c(OC)cc3[N+](=O)[O-])C2=O)cc1	6	10	4	.	-5	3	31	1	16	2	7
14	O=c1[nH]c(=O)n(-c2cccc3ccccc23)c(O)c1/C=N/N1CCCCC1	2	13	-6	-2	2	5	2	2	-3	6	-7
15	CCN1CCN(C(=O)COc2ccc(S(=O)(=O)NC(C)C)cc2)CC1	4	-1	2	-8	-5	1	-8	.	6	5	-6
16	O=c1c2ccccc2nc(N2CCCC2)n1-c1ccc(Cl)cc1	-7	25	33	-4	4	-2	-20	2	6	0	-19
17	O=C1NC(=O)C(CCc2ccncc2)(CCc2ccncc2)C(=O)N1C1CCCCC1	8	16	12	-6	3	6	-33	14	23	8	-3
18	COP(=O)(NC(=O)C(Cl)(Cl)Cl)OC	4	11	1	1	12	-1	-22	-4	-5	6	5
19	CNC(=S)N/N=C1\C2CN3CCN(C2)CC1(c1ccccc1)C3	-16	13	0	-4	-21	-3	-16	-1	-35	0	6
20	Cc1cc(C)n(-c2ccc(NN=C(C#N)C#N)cc2)n1	7	3	-2	-6	11	-1	12	-2	11	76*	-2
21	CCN(CC)C(=O)N[C@H]1C[C@@H]2c3cccc4[nH]cc(c34)C[C@H]2N(C)C1	6	-11	0	-5	-5	1	21	-1	1	-4	-2
22	Cc1cc([P+](=O)O)c(C)n1-c1ccc(Br)cc1	23	8	3	-9	15	5	3	11	10	0	1
23	CC1CN=C(NC(C)c2ccccc2)S1 (centres undefined)	1	0	-8	1	-2	1	3	-4	6	-2	12
24	CN(C)CCSCc1nnc2n1-c1ccc(Cl)cc1C(c1ccccc1Cl)=NC2	11	17	5	-4	9	0	-11	8	5	3	-10
25	CC1CC(NC(=O)C2C3CCC(O3)C2C(=O)O)CC(C)(C)C1 (centres undefined)	-2	8	39	-5	16	-2	6	22	-79	23	-6
26	Fc1ccccc1CCNCc1cccc(Cl)c1Cl	-27	-111	-68	.	1	4	-42	-2	20	5	7
27	Cc1nc2ccc(N3CCN(C)CC3)cc2nc1C	-21	-114	-79	-6	10	3	-32	3	-43	17	-10
28	CC(Cc1ccccc1)N1Cc2ccccc2C1 (centres undefined)	0	-40	-17	.	2	1	-32	-1	-11	-9	-14

# Just MITF TRPM1 inh, Shn3 inh set2 and Vif inh (two entries from above):
entry	compound	MITF TRPM1 inh	Shn3 inh set2	Vif inh
27	Cc1nc2ccc(N3CCN(C)CC3)cc2nc1C	-21	-43	3
28	CC(Cc1ccccc1)N1Cc2ccccc2C1 (centres undefined)	0	-11	-1

# In the list so far, three contain fluorine:
nr	Compound	MITF TRPM1 inh	HIF-2a block	Peg3 prom inh	CaV13 ICDI inh	PDI turbidity	NR2E3 ag-1	NR2E3 ag-2	Vif inh	Shn3 inh set2	CF NFkB inh	KKLEB cytotox
2	CCOC(=O)C(O)(c1ccc(NC(=S)NC(=O)c2ccc(Cl)cc2Cl)c(C)c1)C(F)(F)F (centres undefined)	26	11	27	-2	-5	1	47	-18	61	10	4
3	COc1ccc(CC(=O)N(CCN(C)C)CC2CCCN(Cc3ccccc3F)C2)cc1 (centres undefined)	6	-8	-22	-4	2	2	10	-2	-8	11	-8
26	Fc1ccccc1CCNCc1cccc(Cl)c1Cl	-27	-111	-68	.	1	4	-42	-2	20	5	7

# The list is partial; the hit share may differ from the screen's.
